HepG2 viability = qHTS for Inhibitors of TGF-b: Cytotox Counterscreen; HepG2 CAGA-GFP viability, ATP luminescence, 18 h; Potency, µM (top dose mostly 46.1 µM), without a hit: at the top dose activity change, negative = cytotoxicity, actives largely listed as cytotoxic; 410,000 tested, 0.76% active; AID 588856, 2011; also: potency is read from the fitted curve at half-maximal effect; some results filed as inactive show a strong effect at the top dose
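CellTiter-Glo luminescence gave cytotoxicity after 18 hours at 37 degrees C. The cells were HepG2 CAGA-GFP in 1% FBS DMEM, stimulated with 500 pg/mL TGF-beta after compound addition. %Activity was normalised to no-cell wells (complete cell-killing) and DMSO (no toxicity), and curves were fitted and classified.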
HT1080NT lethal = qHTS for induction of synthetic lethality in tumor cells producing 2HG: qHTS for the HT-1080-NT fibrosarcoma cell line; 360,000 tested, 1.6% active; HT-1080-NT fibrosarcoma viability, CellTiter-Glo ATP luminescence, 48 h; Potency, µM (highest dose often 46.1 µM), for inactives: top-dose activity, negative = less viability, hits mostly cytotoxic; AID 686970, 2013;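 also: NT is the 2HG producing partner of a matched IDH1 knockdown line; potency is read from the fitted curve at half-maximal effect; 0% = DMSO-treated cells and -100% = media-only wells without cells; nearly all actives have a fitted effect of over 55% in size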
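Luminescent CellTiter-Glo readout after 48 hours of compound exposure at 37 degrees C defined viability of HT-1080-NT cells. Activity was normalized to DMSO wells and cell-free media wells; concentration-response curves were fitted and assigned curve classes.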
ATXN2 expr inh = Primary qHTS for Inhibitors of ATXN expression | HEK-293 ATXN2-luciferase reporter, luminescence, 24 h | Potency, µM (highest dose often 57 µM), for inactives: top-dose activity change, negative = inhibition, most hits filed as inhibitors | 360,000 tested, 0.72% active | AID 1745845, 2022; also: potency is read from the fitted curve at half-maximal effect; % is scaled to controls: 0 for no effect and ±100 for the full control effect; nearly all actives have a fitted effect of over 55% in size
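ATXN2-luciferase reporter cells (luciferase flanked by upstream and downstream ATXN2 gene portions) were treated 24 h at 37 °C with compounds at up to 57 uM. SteadyGlo luminescence gave expression; GF-AFC fluorescence gave viability.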
KB-3-1 cytotox = qHTS assay for MDR1-selective chemotherapeutics: Primary screen using the parental adenocarcinoma cell KB-3-1; KB-3-1 viability, CellTiter-Glo ATP luminescence, 72 h; Potency, µM (highest dose often 46.1 µM), for the others: at the highest dose activity change, negative = cytotoxic, actives largely listed as cytotoxic; 400,000 tested, 1.4% active; AID 1347075, 2019; also: potency is read from the fitted curve at half-maximal effect; % is scaled to controls: 0 for no effect and ±100 for the full control effect; nearly all actives have a fitted effect of over 60% in size
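Screening of KB-3-1 cells (DMEM, 10% FBS, phenol-red free) ran from lowest to highest compound concentration; after 72 h at 37 °C viability was read luminescently and curves fitted.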
ATXN viability = Viability Counterscreen for Primary qHTS for Inhibitors of ATXN expression; S2 cells (HEK-293 line with an ATXN2-luciferase reporter) viability, CellTiter-Fluor protease fluorescence, 24 h; Potency, µM (highest dose often 56.7 µM), usual class: cytotoxic; 400,000 tested, 0.49% active; also: potency is read from the fitted curve at half-maximal effect; nearly all actives have a fitted effect of over 40% in size
HT1080 IDH1KD tx = qHTS for induction of synthetic lethality in tumor cells producing 2HG: qHTS for the HT-1080-IDH1KD cell line; HT-1080 IDH1 knockdown viability, ATP luminescence, 48 h; Potency, µM (series often up to 46.1 µM), for inactives: top-dose activity, negative = toxicity, hits mostly cytotoxic; 360,000 tested, 2% active; AID 686971, 2013;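 also: potency is read from the fitted curve at half-maximal effect; 0% = DMSO wells and -100% = cell-free medium wells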
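IDH1KD HT-1080 cells, 750/well, RPMI + 5% FBS; compound pinned after 2 h settling; 48 h, 37 °C; CellTiter-Glo luminescence; % activity normalised to DMSO and no-cell wells; curves fitted, classed by r2 and efficacy.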
MCF10A rerep = A quantitative high throughput screen for small molecules that induce DNA re-replication in MCF 10a normal breast cells | MCF 10A DNA re-replication, Hoechst nuclear intensity, 48 h | Potency, µM (titrated, usually from 46.1 µM), for the others: top-dose activity, positive = re-replication, most hits filed as activators | 350,000 tested, 2.9% active; also: potency is read from the fitted curve at half-maximal effect; % of control where 0% means no effect; nearly all actives have a fitted effect of over 50% in size
IL-1B inflam inh = qHTS for Inhibitors of Inflammasome Signaling: IL-1-beta AlphaLISA Primary Screen; THP-1 LPS/ATP IL-1B secretion, AlphaLISA, 16 h; active compounds read low; activity change, % at 57.5 µM; 360,000 tested, 4.7% active; AID 743279, 2014; in the data active = activity change below about -50%; inconclusive = mostly about -30% to -49%; also: % is scaled to controls: 0 for no effect and ±100 for the full control effect
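Secreted IL-1B measured by AlphaLISA bead assay after 16 h compound exposure of THP-1 cells; compounds (final up to 57.5 uM) added 1 h before LPS (250 ng/mL) and ATP (1.25 mM) stimulation; lower signal means less secretion.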
SW480 rerep = A quantitative high throughput screen for small molecules that induce DNA re-replication in SW480 colon adenocarcinoma cells; 340,000 tested, 1.8% active; SW480 DNA re-replication, Hoechst DNA content imaging, 48 h; AID 624297, 2012; Potency, µM (highest dose often 46.1 µM), inactives show at the top dose re-replication activation, actives largely listed as activators; also: potency is read from the fitted curve at half-maximal effect; % of control where 0% means no effect; nearly all actives have a fitted effect of over 55% in size
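Quantitative HTS format with DMSO vehicle controls; 48 hr drug incubation at 37 C, then 40 min Hoechst staining and scanning imager measurement at 405 nm excitation.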
Starred values were filed as active, the others as inactive; i = inactive; ? = inconclusive; . = no result given; [ ] = dose if it differs, or a comment. Unless noted, calls follow the shape of the dose curve; as a rule, active = well fitted curve in the direction sought with a large enough effect; inconclusive = small, poorly fitted or top-dose-only effect, or another doubt; inactive = no such curve, though single readings can be large; an effect the other way counts as inactive or inconclusive. Compounds as they come. About 8.9% of those tested had a hit in this group.

SMILES	HepG2 viability	HT1080NT lethal	ATXN2 expr inh	KB-3-1 cytotox	ATXN viability	HT1080 IDH1KD tx	MCF10A rerep	IL-1B inflam inh	SW480 rerep
O=C(CNS(=O)(=O)c1cccs1)NCc1ccc(F)cc1	4%	7%	0%	10%	i	9%	23%	-9	-2%
Cc1ccc(NC(=O)CN(C)C2CCCCC2)cc1Br	-28%	-19%	-12%	2%	i	-18%	17%	-12	7%
O=C(C[n+]1ccc(Cc2ccccc2)cc1)Nc1ccccc1	-1%	10%	-24%	9%	i	9%	11%	-3	-22%
O=C(O)c1ccc(COc2ccc3c4c(c(=O)oc3c2)CCC4)o1	-1%	3%	?	17%	i	0%	8%	-9	-5%
Cc1ccc(C(C)C)cc1OCC(=O)N1CCN(C(=O)c2ccco2)CC1	-11%	11%	6%	-1%	i	8%	-2%	-13	2%
O=S1(=O)N=C(N/N=C/c2ccccn2)c2ccccc21	0%	-21%	-27%	1%	i	?	?	108	17%
CN(CC(=O)Nc1ccccc1Oc1ccccc1)Cc1ccccc1F	-17%	1%	-9%	-28%	i	-1%	8.2µM*	-5	7%
CC(C)CC(=O)NC(=S)Nc1cccc2nsnc12	-6%	-1%	5%	20%	i	-13%	21%	21	1%
O=C(C[C@@H]1C=C[C@H](NS(=O)(=O)c2ccccc2F)[C@@H](CO)O1)NCCCN1CCOCC1	.	20%	.	5%	.	25%	.	25	.
COc1ccccc1/C=C/[C@@H]1C[C@H]2CN(Cc3cccc(Cl)c3)C(=O)[C@]23CCCN13	0%	-12%	.	1%	i	-17%	21%	0	-3%
COc1ccc(CC(NC(C)=O)C(=O)NC2CCN(C(=O)c3ccccc3F)CC2)cc1 (configuration not stated)	5%	9%	-3%	12%	i	21%	-5%	-5	-8%
COc1ccc(-c2cc(=O)c3c(O)c(OC)c(OC)c(OC)c3o2)cc1	-11%	6%	8%	-32%	?	16%	14%	26	?
COc1cccc(C(=O)OC(C)CN2CCCC2)c1 (configuration not stated)	12%	17%	6%	3%	i	13%	-1%	15	-7%
COc1cc(C(c2c(C)[nH][nH]c2=O)c2c(C)[nH][nH]c2=O)ccc1OCc1ccc([N+](=O)[O-])cc1	-44%	0%	44%[activator]	5%	i	13%	21µM*	-28	?
CC(C)/C=N/NC(=O)c1ccc(Cl)cc1	-76%	2%	.	4%	i	0%	-6%	-5	?
COc1ccc(C2/C=C\CN(C(=O)c3ccccc3)CC(=O)N2Cc2cccc(F)c2)cc1 (configuration not stated)	-16%	-3%	-7%	0%	i	0%	0%	0	-1%
Oc1ccc(/C=N/Nc2ccc(Cl)nn2)c(O)c1O	-10%	-13%	.	-10%	?	-19%	3%	11	5%
CC1=C(C)C(=O)N(C(C)CCc2ccccc2)C1=O (configuration not stated)	-2%	4%	.	3%	.	10%	3%	39	-16%
O=C(CN1C(=O)C2CCCCC2C1=O)Nc1cc([N+](=O)[O-])ccc1F (configuration not stated)	6%	5%[9.24 µM]	4%	0%	i	-13%	10%	-4	-2%
COc1ccc(/C=N/NC(=O)c2cc(C)oc2C)cc1OC	4%	16%	8%	15%	i	1%	4%	-2	3%
COc1ccc(C(=O)NCCSCc2ccccc2Cl)cc1OC	-1%	-8%	11%	-2%	i	-11%	3%	-6	-4%
CCOc1ccc(NS(=O)(=O)c2ccc3[nH]cc(C(=O)NC(C)CC)c(=O)c3c2)cc1 (configuration not stated)	-24%	-18%	-3%	?	i	-30%	15%	-13	3%
O=c1ccc2cc(S(=O)(=O)N3CCN(c4ccccc4F)CC3)ccc2o1	2%	3%	12%	-10%	i	9%	16%	30	-6%
O=C(COc1ccc(S(=O)(=O)N2CCOCC2)cc1Cl)NCc1ccc2c(c1)OCO2	-14%	-8%	.	0%	.	-14%	.	-14	.
C=CCn1c(=N)n(CC(=O)OC)c2ccccc21	5%	2%	0%	14%	i	4%	12%	20	-2%

Some of these compounds in order of SMILES length, high to low:
SMILES	HepG2 viability	HT1080NT lethal	ATXN2 expr inh	KB-3-1 cytotox	ATXN viability	HT1080 IDH1KD tx	MCF10A rerep	IL-1B inflam inh	SW480 rerep
COc1cc(C(c2c(C)[nH][nH]c2=O)c2c(C)[nH][nH]c2=O)ccc1OCc1ccc([N+](=O)[O-])cc1	-44%	0%	44%[activator]	5%	i	13%	21µM*	-28	?
COc1ccc(C2/C=C\CN(C(=O)c3ccccc3)CC(=O)N2Cc2cccc(F)c2)cc1 (configuration not stated)	-16%	-3%	-7%	0%	i	0%	0%	0	-1%
Oc1ccc(/C=N/Nc2ccc(Cl)nn2)c(O)c1O	-10%	-13%	.	-10%	?	-19%	3%	11	5%

Looked up by compound from the entries so far (5):
SMILES	HepG2 viability	HT1080NT lethal	ATXN2 expr inh	KB-3-1 cytotox	ATXN viability	HT1080 IDH1KD tx	MCF10A rerep	IL-1B inflam inh	SW480 rerep
CN(CC(=O)Nc1ccccc1Oc1ccccc1)Cc1ccccc1F	-17%	1%	-9%	-28%	i	-1%	8.2µM*	-5	7%
O=C(COc1ccc(S(=O)(=O)N2CCOCC2)cc1Cl)NCc1ccc2c(c1)OCO2	-14%	-8%	.	0%	.	-14%	.	-14	.
Oc1ccc(/C=N/Nc2ccc(Cl)nn2)c(O)c1O	-10%	-13%	.	-10%	?	-19%	3%	11	5%
COc1ccc(CC(NC(C)=O)C(=O)NC2CCN(C(=O)c3ccccc3F)CC2)cc1 (configuration not stated)	5%	9%	-3%	12%	i	21%	-5%	-5	-8%
CC(C)/C=N/NC(=O)c1ccc(Cl)cc1	-76%	2%	.	4%	i	0%	-6%	-5	?

The list goes on:
SMILES	HepG2 viability	HT1080NT lethal	ATXN2 expr inh	KB-3-1 cytotox	ATXN viability	HT1080 IDH1KD tx	MCF10A rerep	IL-1B inflam inh	SW480 rerep
CCOc1ccccc1/C=N/NC(=O)CNC(=O)c1ccc(S(=O)(=O)N2CCOCC2)cc1	50%	3%	-17%	17%	i	11%	-3%	13	-3%
COc1ccc(-c2nnc(C3CCN(C(=O)c4ccccc4F)CC3)o2)cc1	-28%	.	3.2µM*	-7%	3.2µM*	.	.	.	.
CCOC(=O)CNC(=S)N1CCn2c(nc3ccccc32)C1	7%	-2%	.	0%	i	0%	9%	6	-35%
CCCNC(=O)C1(C)CCN(C(=O)c2ccccc2F)C1 (configuration not stated)	-1%	17%	2%	0%	i	8%	.	4	.
CCOC(=O)Nc1ccc2c(c1)N(C(=O)CN1CCN3CCCC3C1)c1ccccc1CC2 (configuration not stated)	-21%	4%	19%	3%	i	5%	1%	?	-1%
COc1ccc(S(=O)(=O)Nc2ccc(NC(C)=O)cc2)cc1Cl	0%	1%	-15%	4%	i	2%	-9%	13	-17%
Cc1ccc(-c2cn(-c3cccc(Cl)c3)c(S(=O)(=O)CC(=O)Nc3cccc(C)c3)n2)cc1	-28%	.	-18%	-8%	?	.	.	.	.
O=C(COc1cccnc1[N+](=O)[O-])c1c[nH]c2ccccc12	-25%	-4%	6%	-4%	i	-3%	?	7	?
COc1ccc(C(=O)NCc2ccc(C(=O)O)o2)cc1	-8%	1%	-2%	-2%	i	16%	3%	5	5%
Cc1ccc(C(=O)NC(=S)NNC(=O)c2cccc([N+](=O)[O-])c2)cc1	-15%	-1%	.	-20%	i	7%	-4%	34	2%
Cc1ccc(C2=NNC(C(O)C(O)C(O)CO)S2)cc1 (configuration not stated)	0%	-2%	28%	-3%	i	0%	0%	-3	0%
O=C(NCc1cccnc1)Nc1cccc(Cl)c1	-31%	-8%	-10%	8%	i	-2%	20%	-9	-7%
CC(=O)CSc1nc(C(F)(F)F)cc(=O)n1-c1ccccc1	-9%	1%	3%	-1%	i	12%	3%	-8	-14%
CCC1(CC)NC(=O)N(CC(=O)N2CCN(c3ccccc3F)CC2)C1=O	-32%	2%	.	2%	i	14%	2%	9	1%
COc1ccc(N2CC(O)=C(c3nc(-c4ccc(Br)cc4)cs3)C2=N)cc1	-13%	12%	.	0%	?	13%	-3%	4	4%
O=C1CC(SC2=NCCS2)C(=O)N1c1ccc(Br)cc1 (configuration not stated)	-2%	?	-28%	9%	?	13%	0%	-5	-3%
CCn1c(CNC(=O)c2ccc(OC)cc2)nnc1SCC(=O)Nc1cccc(C)c1	-5%	.	1%	-14%	i	.	.	.	.
CCN(CC)S(=O)(=O)c1cc(Br)ccc1OC	-22%	1%	-2%	0%	?	0%	10%	-2	1%
CCC(C)c1c(N)n(S(=O)(=O)c2ccc(C)cc2)oc1=O (configuration not stated)	-23%	4%	1%	5%	i	-11%	1%	5	2%

Full records from above. Screens in order: HepG2 viability, HT1080NT lethal, ATXN2 expr inh, KB-3-1 cytotox, ATXN viability, HT1080 IDH1KD tx, MCF10A rerep, IL-1B inflam inh, SW480 rerep
`CCOC(=O)Nc1ccc2c(c1)N(C(=O)CN1CCN3CCCC3C1)c1ccccc1CC2` (configuration not stated) is listed as -21%, 4%, 19%, 3%, i, 5%, 1%, ?, -1%
`O=C1CC(SC2=NCCS2)C(=O)N1c1ccc(Br)cc1` (configuration not stated) is listed as -2%, ?, -28%, 9%, ?, 13%, 0%, -5, -3%
`CCn1c(CNC(=O)c2ccc(OC)cc2)nnc1SCC(=O)Nc1cccc(C)c1` is listed as -5%, ., 1%, -14%, i, ., ., ., .
`COc1ccc(S(=O)(=O)Nc2ccc(NC(C)=O)cc2)cc1Cl` is listed as 0%, 1%, -15%, 4%, i, 2%, -9%, 13, -17%
`CCC1(CC)NC(=O)N(CC(=O)N2CCN(c3ccccc3F)CC2)C1=O` is listed as -32%, 2%, ., 2%, i, 14%, 2%, 9, 1%

Screening data (PubChem)
